# CHRM5 antagonist – blocks acetylcholine activation of human M5 receptor | AID 624040 | CHO-hM5 cells, Fluo-8 calcium fluorescence, ACh EC80 | inhibition, % at 3 µM | 360,000 tested, 0.59% active | P08912;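 active means inhibition above a per-plate cutoff, the mean of that plate's test compounds plus 3 SD, cut at about 27% in these data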;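 further: 0% = acetylcholine EC80 with DMSO and 100% = DMSO without agonist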
# CRFBP-R2 block – blocks CRF-induced signaling of the CRF-BP/CRF-R2 complex; HEK293 CRF-R2/CRF-BP, CRF-induced calcium fluorescence; inhibition, % at 11.8 µM; 350,000 tested, 0.59% active;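 active means inhibition of the ligand-induced calcium signal above about 50% at the single tested concentration, limit read from the data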
# CHRM1 PAM – positive allosteric modulators of human M1 muscarinic receptor; CHO-K1 hM1, Fluo-8 calcium fluorescence, ACh EC20; 0% = ACh EC20, 100% = maximal ACh; activation, % at 3 µM; 360,000 tested, 0.088% active; AID 588819; in the data active means activation above about 19%, passing the limit was not always enough
# Target sequence (P11229 whole entry, looked up): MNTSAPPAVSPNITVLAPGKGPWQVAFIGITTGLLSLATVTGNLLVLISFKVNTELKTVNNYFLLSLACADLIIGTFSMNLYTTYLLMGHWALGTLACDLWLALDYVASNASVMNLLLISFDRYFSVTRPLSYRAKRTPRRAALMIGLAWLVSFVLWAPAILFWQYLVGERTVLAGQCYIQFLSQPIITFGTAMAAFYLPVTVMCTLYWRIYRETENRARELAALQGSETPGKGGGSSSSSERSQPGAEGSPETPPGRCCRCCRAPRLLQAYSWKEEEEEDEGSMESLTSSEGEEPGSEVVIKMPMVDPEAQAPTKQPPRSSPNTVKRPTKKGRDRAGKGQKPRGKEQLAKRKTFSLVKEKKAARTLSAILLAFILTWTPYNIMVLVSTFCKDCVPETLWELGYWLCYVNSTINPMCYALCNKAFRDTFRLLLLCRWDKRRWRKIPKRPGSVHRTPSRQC
# CRFBP-R2 agonist – agonists of human CRF-binding protein/CRF-R2 receptor complex; HEK293 CRF-R2/CRF-BP, calcium dye fluorescence (FLIPR); percent of saturating CRF peptide response; activation, % at 13.2 µM; 350,000 tested, 0.46% active; AID 588473;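 active means activation of at least 50%, plus an integration ratio under a set limit after plate pattern correction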;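 further: plate controls were neutral control wells without compound for no effect and CRF at EC100 for full effect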
# M4 ag – CHRM4 agonism in calcium assay | P08173 | CHO-K1 hM4/Gqi5, Fluo-8 calcium fluorescence; vehicle 0%, full acetylcholine response 100% | 360,000 tested, 0.14% active | activation, % at 3 µM;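 active means activation above the run mean over all test wells plus 3 SD, cut at about 32% in these data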;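 further: peak over basal fluorescence ratio per well then scaled between controls; 0% = DMSO wells and 100% = acetylcholine at EC100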
# CHRM5 PAM – potentiates acetylcholine response at human M5 receptor; P08912; CHO-K1 hM5, Fluo-8 calcium, ACh EC20 PAM; 0% = ACh EC20, 100% = ACh EC100; activation, % at 3 µM; 360,000 tested, 0.3% active; AID 624038;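 active means activation above the run cutoff, the mean activation of all test compounds plus 3 SD, cut at about 18% in these data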
#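 System: CHO-K1 cell line with stable human muscarinic M5 receptor expression | Also added: EC20 acetylcholine as agonist stimulus | Compound: One concentration, 3 µM final (nominal) | Timing: Fluo-8 loading 80 min at 37 °C plus 30 min room temperature | Measured by: Fluo-8 calcium dye fluorescence, kinetic read | Read-out basis: % activation, ACh-normalized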
# CHRM5 agonist – CHRM5 agonism in calcium assay; activation, % at 3 µM; CHO-K1 hM5 cells, Fluo-8 calcium fluorescence; 0% DMSO wells, 100% maximal acetylcholine response; 360,000 tested, 0.19% active; AID 624037; P08912;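 active means activation above the run's mean over test compounds plus 3 SD, cut at about 23% in these data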;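 further: signal is peak over basal fluorescence ratio across the kinetic read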
# M4 PAM – CHRM4 positive allosteric modulation. CHO-K1 hM4/Gqi5, Fluo-8 calcium fluorescence, ACh EC20; 0% = ACh EC20, 100% = maximal ACh. 360,000 tested, 0.4% active. P08173. activation, % at 3 µM. AID 624126;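 active means activation above its plate's cutoff, the mean activation of sample wells plus 3 SD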; further: some results filed as inactive read as strong as hits
# M4 antag – CHRM4 antagonism in calcium assay. P08173. CHO-hM4 cells, ACh EC80, Fluo-8 calcium fluorescence. inhibition, % at 3 µM. 360,000 tested, 0.73% active;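 active means inhibition above its plate's cutoff, the mean inhibition of sample wells plus 3 SD, cut at about 27% in these data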;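 further: 0% = acetylcholine EC80 with DMSO and 100% = DMSO without agonist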
# Active calls of the source: *; . = no result given; & = joins results of further samples. Random draw from the library, and some 2.6% of all compounds hit somewhere here.
SMILES,CHRM5 antagonist,CRFBP-R2 block,CHRM1 PAM,CRFBP-R2 agonist,M4 ag,CHRM5 PAM,CHRM5 agonist,M4 PAM,M4 antag
COc1ccc(OC)c(NC(=O)Cc2nn(C)c(=O)c3ccccc23)c1,5,-7,-3,1.1,11,-6,0,-6,-9
CCC(C)[C@H](NC(=O)NCc1ccco1)C(=O)OC (stereo partly specified),2,-10,9,-2.2,1,6,0,5,2
COCCCNCCCCOc1ccc(OCc2ccccc2)cc1,12,-32,-4,4.5,11,-7,-5,-9,5
CC1CCN(S(=O)(=O)c2ccc(NC(=O)N3c4ccccc4Sc4ccccc43)cc2)CC1,-2,26,-7,-0.5,0,3,-3,-3,10
COc1ccc(CCN2C(=O)C3C4C=CC(C4)C3C2=O)cc1OC (stereo unspecified),-7,7,6,0.3,2,8,1,5,-10
Cc1c(CCC(=O)N[C@@H](CC(C)C)C(=O)O)c(=O)oc2c(C)c3oc4c(c3cc12)CCCC4,8,1,12,0.1,-1,0,0,4,-5
CC(=O)Nc1nc(SCc2cccc3ccccc23)n[nH]1,-1,-6,6,-0.3,0,1,-3,-2,-6
CC(C)(C)C(=O)N1CCc2cc(-c3csc(N)n3)ccc21,-6,-3,1,1.2,1,-5,-2,-8,3
CCCCn1c(=O)nc2n(-c3ccc(C)cc3)c3ccccc3cc-2c1=O,1,10,-2,1.6,0,-9,-1,5,-12
O=C(NCCc1ccc(Cl)cc1Cl)c1cccnc1,-15,6,5,-0.5,5,5,-1,1,-4
C/C(CS(=O)(=O)c1ccccc1)=N\O,12,-13,7,0.8,0,-8,-4,-1,7
COc1ccc(Br)cc1C1CC(=O)N2CN(Cc3ccccc3)CSC2=C1C#N (stereo unspecified),6,-47,0,2.9,11,-12,3,-7,-1
Cc1cc(/C(N)=N/OC(=O)Nc2ccc(Cl)cc2)no1,18,6,23,-0.5,7,-9,1,-3,-2
Cc1cc(N=Nc2ccccc2)c(NCC(O)C(O)C(O)CO)cc1C (stereo unspecified),3,0,7,0.6,1,1,0,2,0
Cc1ccc(S(=O)(=O)N2CCOCC2)cc1C(=O)Nc1ccc(C(N)=O)cc1,-9,-1,12,-0.6,1,3,6,10,-1
Nc1c(N(CCC2=CCCCC2)C(=O)C2CC2)c(=O)[nH]c(=O)n1Cc1ccccc1,-5,7,5,-1.6,1,-2,0,4,-1
Cc1cccc(NC(=O)CN2C(=O)CNC2=O)c1,4,3,-5,-0.7,0,4,0,2,-1
COC(=O)CCC(=O)Nc1ccc2oc3c(c2c1)CCCC3,9,-3,12,-2.1,0,0,-6,0,2
Cc1c(Cl)cccc1NC(=S)N(CCN(C)C)C(C)c1ccco1 (stereo unspecified),9,-22,7,4.0,0,2,-8,5,2
Cc1ccc2oc(=O)c3cc(C(=O)NCCCN4C(C)CCCC4C)sc3c2c1 (stereo unspecified),8,-20,-1,3.3,2,-4,-8,3,-15
Clc1cc(Br)ccc1OCCOCCOc1cccc2cccnc12,3,10,-2,-1.4,3,1,0,10,-13
Cc1cc(C(=O)COc2ccccc2C#N)c(C)n1C1CC1,0,5,0,-0.8,1,4,1,10,-4
C=CCSc1nc(C)cc(C(=O)OCC)c1C#N,6,12,1,-3.8,-2,4,-1,-23,-6
Cc1nnc(NC(=O)c2cccc(Br)c2)s1,2,-18,4,-0.1,0,1,2,-2,4
O=C(Nc1ccc(Cl)cc1)c1csc([C@@H]2C[C@H](O)[C@@H](CO)O2)n1,-3,.,0,.,4,3,2,0,-5
Cc1ccc(NC(=O)COC(=O)c2cc(Cl)cc(Cl)c2)c(Br)c1,-6,-1,9,-2.3,1,2,1,6,-8
COC(=O)CNC(c1ccccc1)c1cc(Br)ccc1N (stereo unspecified),12,-3,2,-1.1,0,-7,-1,-7,6
Cc1ccc(S(=O)(=O)N2CCCC2)cc1C(=O)NCc1ccccn1,4,-1,5,-0.7,1,2,-3,3,-2
O=C(Nc1nnc(CSCc2ccccc2F)s1)c1cccc([N+](=O)[O-])c1,2,-23,11,2.5,9,-6,6,-3,-10
CCC(C)(C)n1nnnc1C(c1ccc(OC)c(OC)c1)N1CCN(c2ccc(F)cc2)CC1 (stereo unspecified),0,-3,-10,0.8,0,-5,-7,-6,12
CC(=O)N1CCc2c(sc(NC(=O)c3ccc([N+](=O)[O-])o3)c2C#N)C1,4,11,8,-3.2,1,6,-1,0,8
O=C(NCCCO)C(=O)Nc1ccc2c(c1)N(S(=O)(=O)c1cccs1)CCC2,-5,4,0,-1.0,3,2,3,-1,-5
O=C1C(=O)N(Cc2ccccc2)C(c2cccc(O)c2)/C1=C(\O)c1ccc2c(c1)OCCO2 (stereo unspecified),-20,1,-3,-0.4,1,15,-4,-7,1
CCN(CC)S(=O)(=O)c1cccc(C(=O)Nc2sc3c(c2C(N)=O)CCCC3)c1,2,-5,0,0.0,0,-7,-2,1,4
COc1ccc(C(=O)O/N=C(/C)c2cccs2)cc1,14,-1,-11,0.7,0,-6,-7,-4,14
COc1ccc(NC(=O)C2(C)Cc3c(-c4ccc(C(N)=O)cc4)ccnc3O2)cn1 (stereo unspecified),8,.,2,.,1,-4,1,3,-1
S=C1NNC2(CC3CC2C2CCCC32)NN1 (stereo unspecified),-1,-6,8,3.5,0,6,-1,0,0
Cc1ccc(C(=O)Nc2nc(=O)[nH]s2)cc1,0&-2,16&46,4&2,-2.5&-4.8,1&0,-4&2,-2&1,-3&-2,3&6
CC(=O)c1cc2c(cc1NC(=O)C1CCC1)OCO2,-10,11,8,-1.9,2,14,-4,24*,-1
Cc1nc(C)n(C(=O)N(c2ccccc2)c2ccccc2)n1,-6,-5,5,-1.7,0,4,0,-3,4
CCc1ccc(NC(=O)C(CC)Sc2nc3cc4c(cc3c(=O)n2Cc2ccco2)OCO4)cc1 (stereo unspecified),1,14,6,2.5,0,2,0,-1,7
CC[C@]12c3[nH]c4cc(CCC(=O)N(C)C)ccc4c3CCN1C(=O)[C@@H](CC(=O)NCc1ccc(OC)c(OC)c1)C[C@@H]2C(=O)N1CCN(C(=O)c2ccco2)CC1,2,-4,8,-0.1,0,0,0,-3,6
O=C(CC1C(=O)NCCN1Cc1ccoc1)NCCCn1ncc2ccccc21 (stereo unspecified),-5,4,-7,1.5,1,-4,1,0,1
COc1ccc(N2CCN(c3cc(C)c4ccc(C)cc4n3)CC2)cc1,10,-10,-1,0.9,23,7,13,19,-7
CCOc1cc(/C=C2\C(=O)N(CCc3ccc(OC)c(OC)c3)C(C)=C2C(=O)OC)ccc1O,2,0,3,1.8,4,-3,1,1,4
C[C@@H]1CN([C@@H](C)CO)C(=O)c2cc(C#CC3CCCCC3)cnc2O[C@@H]1CN(C)S(=O)(=O)c1ccc(F)cc1,7,-11,7,3.1,1,0,2,3,6
O=C1NC(=S)N/C1=C\c1cccc([N+](=O)[O-])c1,5,9,0,0.1,-1,-3,2,3,-2
Cc1ccc(NC2Sc3ccccc3NC2=O)cc1Cl (stereo unspecified),10,-38,2,2.3,0,1,1,4,-2
C=CCOc1ccccc1CNn1nnnc1N,-4,28,1,0.2,0,2,-1,2,1
CC(=O)c1ccc(S(=O)(=O)N2CCN(CCOc3ccccc3)CC2)cc1,7,-15,2,-1.5,6,-7,0,2,-2
COc1ccc(NS(=O)(=O)c2ccc(C)c(C(=O)N(C)CC(=O)Nc3cccc(OC)c3)c2)cc1,7,-15,-4,2.0,4,-4,4,-1,4
CCn1cc(CN2CCCC(C(=O)Nc3cccc(-n4cccn4)c3)C2)c(C)n1 (stereo unspecified),-5,4,0,1.0,1,-6,-3,-2,-6
O=C(c1ccccc1N(Cc1ccccc1)S(=O)(=O)c1ccccc1)N1CCOCC1,-5,0,4,-0.6,1,1,-3,4,-6
CC(C)NC(=O)C1(C)CCN1C(=O)Cc1ccc(-c2ccccc2)cc1 (stereo unspecified),0,.,-12,.,7,-3,5,-5,-5
CCN(CC)C(=O)c1cccc(-c2csc(C(O)c3cccc(Cl)c3)n2)c1 (stereo unspecified),9,.,-3,.,19,-13,6,-9,0
Cc1cc(OCCN2CCOCC2)ccc1[N+](=O)[O-],4,21,1,0.8,2,-1,2,4,-3
